# Source: PubChem
# iPSC survival up – enhancers of human iPSC single-cell survival. hiPSC single-cell survival, ATPlite luminescence; 100% = ROCK inhibitor wells, 0% = DMSO. survival enhancement, % at 20 µM. 360,000 tested, 0.044% active. AID 602274; in the data active = survival enhancement above about 18%;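 note: cells exposed to compounds for 16 hours before the ATP read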
# m5-HT2A agonist – mouse HTR2A agonism via beta-arrestin recruitment; activation, % at 7.6 µM; P35363; 360,000 tested, 0.66% active; CHO-K1 mHTR2A beta-arrestin complementation, luminescence; percent of 30 µM serotonin response;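 active = activation above a run cutoff, the mean activation of all tested compounds plus 3 SD, cut at about 14% in these data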;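 note: 0% = plate median of compound wells and 100% = 30 µM serotonin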
# Target sequence (P35363 whole entry, looked up): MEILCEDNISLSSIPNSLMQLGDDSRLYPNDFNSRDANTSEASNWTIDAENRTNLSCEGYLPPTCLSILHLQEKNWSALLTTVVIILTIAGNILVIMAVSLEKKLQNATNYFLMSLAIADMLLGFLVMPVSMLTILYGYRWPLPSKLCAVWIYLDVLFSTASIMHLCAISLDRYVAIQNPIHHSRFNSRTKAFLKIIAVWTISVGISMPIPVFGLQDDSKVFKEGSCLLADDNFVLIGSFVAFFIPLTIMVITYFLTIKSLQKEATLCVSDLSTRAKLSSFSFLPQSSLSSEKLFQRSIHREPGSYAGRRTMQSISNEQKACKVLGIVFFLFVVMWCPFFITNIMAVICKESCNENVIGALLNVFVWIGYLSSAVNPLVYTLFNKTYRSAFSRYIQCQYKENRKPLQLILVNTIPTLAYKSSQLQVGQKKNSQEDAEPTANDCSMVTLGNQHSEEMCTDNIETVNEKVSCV
# Exocytosis inh – lytic granule exocytosis inhibition | TALL-104 LAMP-1 surface exposure, flow cytometry; cells stimulated with thapsigargin and PMA | inhibition, % at 10 µM | 360,000 tested, 0.66% active | AID 651702;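 active = inhibition above about 55%, limit read from the data; inconclusive = no clear call, values can overlap the other calls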
# MC4R antagonist – antagonists of human melanocortin 4 receptor (MC4R); P32245; MC4R-expressing cells, MTII-stimulated cAMP, LANCE TR-FRET; inhibition, % at 6.5 µM; 360,000 tested, 0.48% active; AID 540295;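 active = inhibition above its plate's cutoff, the mean of tested wells on that plate plus 3 SD, cut at about 29% in these data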;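 note: 0% = Melanotan II alone and 100% = Melanotan II plus saturating MCL0020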
# Target sequence (P32245 whole entry, looked up): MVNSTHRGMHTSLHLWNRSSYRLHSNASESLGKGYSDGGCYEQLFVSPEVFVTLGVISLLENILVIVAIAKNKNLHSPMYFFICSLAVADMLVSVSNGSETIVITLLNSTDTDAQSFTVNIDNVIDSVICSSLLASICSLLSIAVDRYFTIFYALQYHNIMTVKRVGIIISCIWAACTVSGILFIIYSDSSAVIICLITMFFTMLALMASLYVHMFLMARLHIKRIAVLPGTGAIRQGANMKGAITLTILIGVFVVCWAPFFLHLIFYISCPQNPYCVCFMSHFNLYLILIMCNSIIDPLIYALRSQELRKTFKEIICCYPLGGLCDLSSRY
#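 Assay system: human MC4R-expressing U2OS cells; reagent: Melanotan II stimulation of cells; dosing: 6.5 µM single dose; timing: compound 30 min, challenge 1 h, detection 1 h; signal: TR-FRET cAMP assay; replicates: one well per compound, no replicates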
# N-glyco inh – N-linked glycosylation inhibition | reporter increase, % at 12.5 µM | D54 ERlucT glycosylation luciferase reporter, 24 h; percent of 100 nM tunicamycin response | 360,000 tested, 0.23% active;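 active = mean luciferase reporter signal, scaled so untreated is 0 and the glycosylation-blocking control 100, at or above a set limit in every replicate; inconclusive = mean reaches the limit but not every replicate does; inactive = mean below the limit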;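 note: luciferase carries N-glycosylation sites so blocking glycosylation raises the light; 0% = median of neutral control wells and 100% = median of 100 nM tunicamycin wells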
# H9c2 protect – modulators protecting cardiomyocytes from myocardial damage; H9c2 cardiomyocytes, H2O2 injury protection, ATPLite, 2 h; protection from H2O2 cell death, % at 20 µM; 360,000 tested, 0.63% active; AID 588492;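 active = compounds giving at least 50% protection of heart cells from peroxide-induced death in the single-dose screen, raw or plate-pattern-corrected value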;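 note: 0% = DMSO wells with peroxide and 100% = DMSO wells without peroxide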
# ABCB6 inh MLPCN – inhibitors of human ABC transporter ABCB6 | fluorescence ratio to DMSO, % at 10 µM | K562-ABCB6 porphyrin accumulation, flow cytometry, 1 h; active compounds read low | 360,000 tested, 0.19% active | Q9NP58;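 active = fluorescence ratio to DMSO below 75%, the collection mean minus 3 SD; inconclusive = too few cells collected in the well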;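 note: signal is porphyrin accumulated inside mitochondria; 100% equals median channel fluorescence of DMSO control wells; lower ratio means ABCB6 inhibition with less porphyrin fluorescence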
# ABHD5-PLIN5 inh – ABHD5-PLIN5 protein interaction inhibition | Q00G26+Q8WTS1 | Split G. princeps luciferase complementation, luminescence, 4 h | inhibition, % at 4 µM | 360,000 tested, 0.78% active | AID 602281;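 active = inhibition above the mean inhibition across every tested compound plus 3 SD, cut at about 22% in these data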;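 note: 0% = DMSO only wells and the 100% control is not disclosed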
# MC4R barr agon – activates human MC4R beta-arrestin recruitment | P32245 | U2OS MC4R beta-arrestin complementation, luminescence; percent of melanotan II response, DMSO zero | activation, % at 8.9 µM | 360,000 tested, 0.98% active | AID 540308;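 active = activation above a per-plate cutoff, the mean activation of sample wells on that plate plus 3 SD, cut at about 8% in these data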
# aDG glyco act – alpha-DG glycosylation activation. Pro5-aDG cells, alpha-DG glycosylation AlphaScreen (IIH6); 0% Pro5, 100% B10-LARGE cell signal. activation, % at 10 µM. 360,000 tested, 0.22% active;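 active = activation of at least 8% versus controls, or a plate z-score of at least 8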;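 note: Pro5 are CHO cells carrying HIG-tagged alpha-DG that lacks glycosylation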
# Numbers without * were called inactive; ? = inconclusive; . = no result given. Rows were taken by chance; 4.5% or so of the library scored in one or more.
SMILES,iPSC survival up,m5-HT2A agonist,Exocytosis inh,MC4R antagonist,N-glyco inh,H9c2 protect,ABCB6 inh MLPCN,ABHD5-PLIN5 inh,MC4R barr agon,aDG glyco act
O=C(NCCN1CCN(c2ccccc2F)CC1)C1c2ccccc2C(=O)N2CCc3ccccc3C12 (stereo not drawn),-2.3,-4,-1,0,1,12,91,-6,-0.8,0.0
O=C(Cc1cccs1)Nc1ccc(Cl)cc1,8.8,-2,0,19,-1,-1,95,4,0.4,0.1
COc1cc(/C=N/Nc2ccc(Cl)cc2)ccc1OC(=O)c1cccs1,-1.7,2,0,0,0,0,92,-3,-0.9,-0.5
O=C(NNC(=S)Nc1ccc(F)cc1)C1[C@H]2CCCC[C@@H]12 (stereo partly drawn),0.3,-4,9,23,1,1,97,-2,1.2,0.0
CC(C)C(=O)NC(=S)Nc1ccc(S(=O)(=O)Nc2ccccc2)cc1,-0.8,-6,4,10,-2,-11,94,11,0.6,-0.1
CCN(Cc1ccccc1)C(=O)c1cccs1,6.1,-2,0,13,0,0,98,0,-0.4,0.1
Cc1cc(OC(=O)c2ccc3ccccc3c2)c([N+](=O)[O-])c(=O)[nH]1,0.1,4,6,1,4,-6,103,-9,-1.5,0.1
COc1cccc(C(=O)NC2CC3CCCC(C2)N3S(=O)(=O)c2ccccc2)c1 (stereo not drawn),0.6,-2,-10,9,-5,9,93,-6,-1.3,0.1
O=C(c1ccc(Cl)cc1)N1CCN(c2ccnc3cc(Cl)ccc23)CC1,-1.0,3,-1,-3,-6,-10,100,4,2.0,1.1
CCc1ccc2nc(N(CCN(C)C)C(=O)c3ccc4ncsc4c3)sc2c1,-0.2,-5,4,16,-6,6,98,-15,0.7,0.1
COC(=O)CSC1=C(C#N)C(c2ccc(C)o2)CC(=O)N1 (stereo not drawn),-0.6,0,-2,8,15,-10,100,-4,2.2,-0.3
CN(C)c1ccnc2sc(C(N)=O)c(N)c12,10,5,20,3,-13,-2,93,-11,1.7,-0.4
Cc1ccc(Nc2nc(N)nc(CSc3nncn3C)n2)cc1,-0.9,2,-3,10,-1,-13,.,2,-0.6,-0.2
CC1(C(=O)NCC(F)(F)F)CCN1C(=O)Cc1ccc(-c2ccccc2)cc1 (stereo not drawn),7.3,-3,-8,3,0,-6,96,5,-1.3,0.6
Nc1nc(SCC(=O)N2CCN(c3ccc(F)cc3)CC2)n[nH]1,-0.4,-3,-4,5,-1,-1,99,6,0.3,0.1
Cc1cc(C)cc(N2C(=O)CC(c3ccccc3)CC2=O)c1,0.3,-2,1,5,1,-1,101,-1,0.5,0.0
O=C(Cc1cccs1)NCc1cccnc1,-0.1,0,3,4,1,4,98,0,-1.1,-0.2
Cc1ccc(-n2c3c(c(=O)[nH]c2=O)C(NS(=O)(=O)c2ccc(C)cc2)(C(F)(F)F)C(=O)N3)cc1 (stereo not drawn),-0.4,4,1,-3,0,5,99,-2,-2.9,-0.1
CC1CCN(CCCNC(=O)CN2C(=O)CSc3ccc(S(=O)(=O)N4CCCCC4)cc32)CC1,-0.6,-3,3,7,-5,1,97,-4,-1.2,-0.1
CC(C)CCNc1ncnc2c1nnn2Cc1ccccc1Cl,-0.7,5,11,1,1,1,99,3,18*,0.1
O=C(Nc1nnc(C2CC2)s1)c1cccc(S(=O)(=O)N2CC(c3ccccc3)CC2=O)c1 (stereo not drawn),0.2,17*,-1,9,2,5,93,2,-1.5,-0.1
COc1ccc(CNC(=O)c2cc(-c3cccs3)on2)cc1,2.1,6,-5,-7,0,-5,92,-3,1.1,-0.4
O=C(c1cnn2c(C(F)(F)F)cc(-c3cccs3)nc12)N1CCOCC1,0.9,0,-2,-13,5,-2,98,3,0.0,0.2
COc1ccc(CNC(=O)Cc2c[nH]c3ccccc23)cc1OC,0.6,4,-6,-7,0,3,96,7,-1.1,-0.1
CC(C)NC(=S)N/N=C/c1ccc2c(c1)OCCO2,-2.6,-2,-5,-1,1,-15,96,-2,-0.1,0.1

# 3 compounds already listed, arranged by the value under MC4R antagonist, high to low:
Compound | m5-HT2A agonist | Exocytosis inh | MC4R antagonist | N-glyco inh | ABCB6 inh MLPCN | ABHD5-PLIN5 inh | MC4R barr agon | aDG glyco act
Cc1ccc(Nc2nc(N)nc(CSc3nncn3C)n2)cc1 | 2 | -3 | 10 | -1 | . | 2 | -0.6 | -0.2
CC(C)NC(=S)N/N=C/c1ccc2c(c1)OCCO2 | -2 | -5 | -1 | 1 | 96 | -2 | -0.1 | 0.1
COc1ccc(CNC(=O)c2cc(-c3cccs3)on2)cc1 | 6 | -5 | -7 | 0 | 92 | -3 | 1.1 | -0.4

# The listing picks up with the three entries that preceded the break.
SMILES,iPSC survival up,m5-HT2A agonist,Exocytosis inh,MC4R antagonist,N-glyco inh,H9c2 protect,ABCB6 inh MLPCN,ABHD5-PLIN5 inh,MC4R barr agon,aDG glyco act
O=C(c1cnn2c(C(F)(F)F)cc(-c3cccs3)nc12)N1CCOCC1,0.9,0,-2,-13,5,-2,98,3,0.0,0.2
COc1ccc(CNC(=O)Cc2c[nH]c3ccccc23)cc1OC,0.6,4,-6,-7,0,3,96,7,-1.1,-0.1
CC(C)NC(=S)N/N=C/c1ccc2c(c1)OCCO2,-2.6,-2,-5,-1,1,-15,96,-2,-0.1,0.1
CCOC(=O)c1ccccc1NC(=O)Cc1ccccc1OC,-2.8,-7,3,3,-2,0,100,-13,-0.5,0.1
Cn1c(=O)[nH]c(=O)c2c1nc1n2CCCS1,-0.3,0,0,13,2,16,103,1,-1.1,0.7
CS(=O)(=O)N1CCN(c2ccc(NC(=S)NC(=O)c3cccs3)cc2)CC1,-0.2,-2,-2,6,-1,1,96,-1,-1.6,-0.3
Cc1ccc(-c2csc(NC(=O)CN3CCC(C(N)=O)CC3)n2)cc1,0.8,-2,1,12,5,3,93,3,0.6,0.2
CCN(CC(=O)Nc1ccc(NC(C)=O)cc1)C(=O)/C=C/c1ccc(S(=O)(=O)N2CCCCCC2)cc1,-0.5,0,0,3,-4,-3,101,-5,-3.2,0.2
CCN1CCCC1CN(Cc1cc2ccc(C)cc2[nH]c1=O)C(=S)Nc1ccccc1OC (stereo not drawn),-0.7,-1,-1,12,3,8,102,-4,-1.4,0.3
CCC(C)NC(=O)C1CCC(=O)N(c2cc(OC)c(OC)c(OC)c2)C1c1ccc(OC)cc1 (stereo not drawn),-1.1,-3,-1,1,0,2,97,-5,-0.4,0.0
Cc1cc(NC(=O)CN2C(=O)NC3(CCCCCC3)C2=O)ccc1Br,1.5,-5,4,4,?,3,91,-13,-3.6,0.4
Cc1ccc(NC(=O)c2cc(-c3cc(Cl)ccc3C)n[nH]2)cc1NS(C)(=O)=O,-3.3,-5,-8,1,0,-3,77,-3,0.2,-0.1
Cc1cccc(C)c1NC(=S)N/N=C/c1ccccc1C(=O)O,-0.5,0,-4,10,1,-2,98,-3,-1.1,-0.1
CC(C)(C)n1nnnc1C(c1ccc(F)cc1)N1CCN(Cc2ccc3c(c2)OCO3)CC1 (stereo not drawn),-0.7,-8,2,3,-3,-1,106,-4,-1.5,-0.2
CCCCC(Br)C(=O)Nc1ccc(S(=O)(=O)Nc2cc(C)nc(C)n2)cc1 (stereo not drawn),-0.1,-1,-6,1,1,0,94,-2,-1.1,-0.1
CCOC(=O)c1ccc(NC(=O)COc2ccc(S(=O)(=O)NC(C)(C)C)cc2)cc1,-0.9,2,-2,0,-1,-2,92,0,0.9,1.2
COc1ccc(C(CNC(=O)CNC(=O)c2ccccc2)N2CCCC2)cc1 (stereo not drawn),0.7,4,-2,2,-2,6,92,2,0.7,0.0
Cc1ccc(C)n1-n1cnc2sc3c(c2c1=O)CCC3,-0.9,-4,5,9,2,-1,98,-1,2.0,0.1
Cc1cc(NC(=O)c2cnn3cccnc23)no1,0.0,0,-3,-6,4,4,104,1,-2.1,0.0
O=C(CCN1C(=O)S/C(=C\c2ccccc2)C1=O)Nc1ccc(O)cc1C(=O)O,1.8,6,-1,-5,2,-6,100,8,-2.7,0.1
COc1ccc(NC(=O)CSCC(=O)N2c3ccccc3CCc3ccccc32)cc1,-0.3,0,2,5,-1,1,91,1,0.1,-0.3
O=C(NCc1ccc(-c2csnn2)cc1)C1CC1,0.1,-2,4,9,1,-4,104,-7,-2.3,0.2
CCN(C(=O)COC(=O)[C@H](C)N=C1NS(=O)(=O)c2ccccc21)C1CCS(=O)(=O)C1 (stereo partly drawn),1.0,12,-7,0,1,3,96,-5,-1.4,-0.3
O=C1CCCC2=C1C(c1ccc(O)cc1)c1c(ccc3ccccc13)N2 (stereo not drawn),-0.5,-1,-2,2,-1,-3,95,6,-2.0,-0.3
Cc1ccc(C(=O)OCC(=O)Nc2cc(C(C)(C)C)nn2-c2ccccc2)c(O)c1,-0.4,-4,-4,4,-1,-15,96,-2,-1.1,-0.2
CCOC(=O)c1cnc2ccccc2c1NCCO,7.6,5,0,-1,3,2,95,9,1.1,0.0
Cc1ccc(-c2nnc3cccc(Cl)n23)cc1,-0.6,4,-2,0,0,2,99,3,-0.1,0.1
Cc1nc(SCC(=O)N2CCCCCC2)c2c(=O)n(C)c(=O)n(CC(C)C)c2n1,1.6,5,-1,33*,-4,2,97,6,0.6,0.2
# Other records follow:
SMILES,iPSC survival up,m5-HT2A agonist,Exocytosis inh,MC4R antagonist,N-glyco inh,H9c2 protect,ABCB6 inh MLPCN,ABHD5-PLIN5 inh,MC4R barr agon,aDG glyco act
C=C(C)CCC(C)N1CCC(n2nccc2NC(=O)CCOc2ccccc2)CC1 (stereo not drawn),-0.3,-8,0,4,0,-5,105,4,-2.2,-0.4
CC(=O)Nc1ccc(S(=O)(=O)N(C)Cc2cnn(C)c2)cc1,0.0,-2,2,-2,1,2,97,-5,-1.1,-0.5
CC(C(=O)O)(C1CCCCC1)C1(O)CCCCC1 (stereo not drawn),0.5,3,8,.,0,13,97,2,.,0.0
COc1ccc(Cl)cc1N1C(=O)/C(=C/c2sccc2C)N=C1SCC(=O)NC1CC1,-0.7,-5,2,16,-3,-2,101,6,-1.4,0.2
Cc1cc(/C=N/NC(=O)c2cccnc2)c(C)n1CC(C)C,-1.0,7,-6,-8,0,-12,98,5,1.1,-0.2
O=C(c1cc(-c2ccccn2)nc2c(Cl)cccc12)N1CCN(S(=O)(=O)c2ccccc2)CC1,1.7,0,-3,16,-9,-1,104,8,1.4,-0.3

# Part of the list above, field by field:
Cc1ccc(-n2c3c(c(=O)[nH]c2=O)C(NS(=O)(=O)c2ccc(C)cc2)(C(F)(F)F)C(=O)N3)cc1 (stereo not drawn)
  iPSC survival up = -0.4
  m5-HT2A agonist = 4
  Exocytosis inh = 1
  MC4R antagonist = -3
  N-glyco inh = 0
  H9c2 protect = 5
  ABCB6 inh MLPCN = 99
  ABHD5-PLIN5 inh = -2
  MC4R barr agon = -2.9
  aDG glyco act = -0.1
CC(C)CCNc1ncnc2c1nnn2Cc1ccccc1Cl
  iPSC survival up = -0.7
  m5-HT2A agonist = 5
  Exocytosis inh = 11
  MC4R antagonist = 1
  N-glyco inh = 1
  H9c2 protect = 1
  ABCB6 inh MLPCN = 99
  ABHD5-PLIN5 inh = 3
  MC4R barr agon = 18*
  aDG glyco act = 0.1
